Compound activity as filed in PubChem BioAssay.
D1 antagonist: human D1 dopamine receptor antagonism | P21728 | HEK293 TREx D1 cells, calcium flux, dopamine EC80; active compounds read low | activity change, negative = inhibition, % at 10 µM | hit rate 3.2% among 360,000 | AID 504652; in the data active means activity change below about -30%; further: on the % scale 0 is the no-effect control and ±100 the full control effect
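Allosteric or orthosteric antagonism assessed as attenuation of the calcium response to EC80 dopamine, added 180 s after compound, in induced HEK293 Trex D1 cells loaded with no-wash calcium dye.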
Vif-APOBEC3F blk: Vif-A3F binding inhibition; AID 602313; HeLa A3F-eYFP + Vif (tagged APOBEC3F with the HIV-1 protein that degrades it), YFP fluorescence increase; hit rate 0.2% among 390,000; Potency, µM (titrated, usually from 46.1 µM), without a hit: at the highest dose activity, negative = active; further: potency means the concentration at half of the fitted maximal effect; % of control where 0% means no effect; nearly all actives have a fitted effect of over 65% in size
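HeLa cells stably expressing A3F-eYFP plus Vif, plated and incubated overnight at 37 deg C, then exposed to compounds overnight at 37 deg C. Blocked degradation read as raised yellow fluorescence (Ex 488/Em 500-530).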
RXFP1 agonist: agonists of human relaxin receptor RXFP1 | Q9HBX9 | HEK293T-RXFP1 cAMP TR-FRET, 30 min; response scale: percent of porcine relaxin response, buffer zero | Potency, µM (doses to about 57.5 µM), for inactives: top-dose activation, hits mostly activators | hit rate 0.3% among 370,000 | AID 2676; further: potency means the concentration at half of the fitted maximal effect; on the % scale 0 is the no-effect control and ±100 the full control effect; nearly all actives have a fitted effect of over 60% in size; many of its hits are not listed in these tables
Target sequence (Q9HBX9 whole entry, looked up): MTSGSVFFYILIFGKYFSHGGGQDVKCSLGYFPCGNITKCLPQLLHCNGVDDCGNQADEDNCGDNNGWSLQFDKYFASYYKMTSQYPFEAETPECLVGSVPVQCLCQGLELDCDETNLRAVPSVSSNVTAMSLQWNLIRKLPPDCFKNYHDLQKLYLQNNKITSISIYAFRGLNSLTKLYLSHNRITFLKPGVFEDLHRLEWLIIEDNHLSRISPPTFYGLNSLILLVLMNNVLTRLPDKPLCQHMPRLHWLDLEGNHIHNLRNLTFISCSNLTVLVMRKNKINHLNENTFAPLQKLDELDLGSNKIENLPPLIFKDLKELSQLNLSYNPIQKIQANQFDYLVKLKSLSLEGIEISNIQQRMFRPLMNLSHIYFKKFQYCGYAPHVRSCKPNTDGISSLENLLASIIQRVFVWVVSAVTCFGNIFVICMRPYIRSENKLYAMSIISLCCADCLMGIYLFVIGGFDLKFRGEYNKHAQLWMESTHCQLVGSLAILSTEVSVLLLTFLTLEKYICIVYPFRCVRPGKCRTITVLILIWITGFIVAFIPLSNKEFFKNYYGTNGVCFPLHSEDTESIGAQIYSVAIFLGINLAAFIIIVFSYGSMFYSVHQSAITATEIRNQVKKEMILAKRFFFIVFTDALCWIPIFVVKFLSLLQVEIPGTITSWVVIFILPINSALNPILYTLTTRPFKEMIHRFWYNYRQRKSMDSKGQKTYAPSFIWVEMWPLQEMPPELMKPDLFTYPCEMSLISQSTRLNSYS
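HEK293T cells stably expressing RXFP1 were pretreated with the PDE4 inhibitor Ro 20174, exposed to compounds for 30 min at 37C, lysed, and cAMP was read by TR-FRET. Data normalized to buffer (basal) and 29 nM porcine relaxin (100%).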
RXFP1 antagonist: RXFP1 (human) relaxin receptor antagonism | hit rate 0.59% among 350,000 | HEK293-RXFP1, relaxin-stimulated cAMP HTRF, 30 min; active compounds read low | activity change, negative = inhibition, % at 57.5 µM | Q9HBX9 | AID 1259400;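 active means activity change of -60% or lower, but not beyond a set lower limit; inconclusive means change between -60% and -40%, or beyond the set limit; inactive means change above -40%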; further: on the % scale 0 is the no-effect control and ±100 the full control effect
Vif-APOBEC3G blk: blocks the Vif interaction with human APOBEC3G. HeLa A3G-eYFP + Vif (tagged APOBEC3G with the HIV-1 protein that degrades it), YFP fluorescence, overnight. Potency, µM (top dose mostly 46.1 µM), inactives show at the highest dose activity, negative = active, usual class: inhibitors. hit rate 0.076% among 410,000;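 further: potency means the concentration at half of the fitted maximal effect; on the % scale 0 is the no-effect control and ±100 the full control effect; nearly all actives have a fitted effect of over 60% in size; hits raise eYFP signal because A3G escapes Vif-driven loss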
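HeLa cells stably expressing Vif and C-terminally eYFP-tagged A3G, seeded overnight at 37 deg C, then exposed to compound by pintool overnight at 37 deg C. Rise in yellow fluorescence (Ex 488/Em 500-530, Acumen) marks blocked Vif-driven A3G degradation.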
D2 PAM: D2 dopamine receptor (human) potentiation. P14416. HEK293 T-REx D2, calcium flux, EC20 dopamine potentiation. potentiation, % at 10 µM. hit rate 0.34% among 340,000. AID 485347;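 active means potentiation over 3 SD above the plate norm, cut at about 30% in these data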; further: 0% is about no effect
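Potentiation of an EC20 dopamine calcium response is measured in a force-coupled, tetracycline-inducible Hek293 Trex D2 line. Compound-only kinetic reads over 180 s flag agonists before dopamine addition.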
D1 ag: agonists of human D1 dopamine receptor. P21728. HEK293 T-REx D1 cells, calcium flux, agonist mode. activation, % at 2 µM. hit rate 1% among 360,000; in the data active means activation above about 30%; further: 0% is about no effect
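Agonism was scored from calcium flux recorded over 180 s (1 read/s) after pintool compound addition, following a 10-cycle baseline. Cells were inducible force-coupled HEK293 TREx D1, plated overnight at 30 C and loaded with no-wash calcium dye.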
GRP78 ERSR act: ER stress response induction in glioma. Potency, µM, for inactives: at the top dose activation, actives largely listed as activators. AID 602332. U87-MG GRP78 promoter luciferase reporter, 16 h. hit rate 0.02% among 420,000; further: potency means the concentration at half of the fitted maximal effect; series mostly up to about 76 µM; % of control where 0% means no effect; nearly all actives have a fitted effect of over 35% in size
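Stably transfected U87-MG human glioma cells carrying a GRP78-based luminescent sensor were seeded at 1000 cells/well, pin-dosed with compounds and incubated 16 h. Luciferase reagent was then added, and end-point luminescence was read after 10 min at room temperature.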
D1 potentiator: enhances dopamine response at the human D1 receptor | P21728 | HEK293 TREx D1 cells, calcium flux, dopamine EC20 potentiation | potentiation, % at 10 µM | hit rate 0.036% among 360,000; in the data active means potentiation above about 30%; further: 0% is about no effect
* hit, by the source's call; ? = inconclusive; / = no result given; & = joins results of further samples. Unless noted, the call rests on the fitted dose curve; in most records, active means well fitted curve in the direction sought with a large enough effect; inconclusive means small, poorly fitted or top-dose-only effect, or another doubt; inactive means no such curve, though single readings can be large; an effect the other way counts as inactive or inconclusive. These rows are one share of the data. The share of hits here may be higher or lower than overall.

Values in the order: D1 antagonist	Vif-APOBEC3F blk	RXFP1 agonist	RXFP1 antagonist	Vif-APOBEC3G blk	D2 PAM	D1 ag	GRP78 ERSR act	D1 potentiator
> CCOC(=O)CSc1nnc(CNC(=O)c2ccc(OC)cc2)n1C1CCCCC1
→ -7	-8%	2.3%	-20	0%	17	0	0%	4
> CC(C)Oc1ccc(C(CC(=O)O)NC(=O)c2cccs2)cc1 (stereo not given)
→ 2	-8%	0.0%	18	-4%	-4	0	-3%	-3
> COc1ccc(NC(=O)CNS(=O)(=O)c2ccc3nc(C)sc3c2)c(OC)c1
→ 14	-2%	0.7%	-13	-6%	-1	2	0%	2
> Nc1nonc1-c1noc(CCCOc2ccc(Cl)cc2Cl)n1
→ -21	-10%	2.8%	-20	0%	-4	7	8%	-6
> Cc1ccccc1N1CCN(S(=O)(=O)c2ccc3oc(=O)ccc3c2)CC1
→ -10	5%	-0.1%	-11	-7%	-6	1	-5%	-5
> CC(C)(C)OC(=O)N1CCC(c2c(C(=O)N3CCN(C(=O)c4ccco4)CC3)cnn2-c2cccc(F)c2)CC1
→ -28	-5%	2.3%	-19	3%	-6	0	-2%	0
> Cc1ccc(C2(CC(=O)O)CCOC(C)(C)C2)cc1 (stereo not given)
→ 12	-8%	1.5%	0	-1%	-12	0	-2%	-3
> CCc1ccc(/C=C\C(=O)N2CCc3ccccc3C2)cc1
→ -5	-6%	-0.1%	-7	1%	-18	7	3%	-4
> CCCCCc1c(C)[nH]c2nc3ccccc3n2c1=O
→ 9	9%	-0.4%	3	0%	-1	0	0%	8
> CC(=O)Nc1ccc(Nc2nc(-c3cc4ccccc4oc3=O)cs2)cc1
→ 3	?	1.8%	-29	-8%	-4	6	1%	-3
> Cc1ccc(-n2c(SCC(=O)NC3CCS(=O)(=O)C3)nc3ccccc3c2=O)cc1C (stereo not given)
→ 2	1%	3.3%	-15	2%	15	0	0%	-11
> CCOc1ccc2oc(=O)cc(CN3CCN(c4ccccc4OC)CC3)c2c1
→ 18	3%	0.5%	6	1%	-18	1	-1%	3
> Cc1ccc(S(=O)(=O)N2[C@@H](c3ccccc3)C(C(=O)O)=CC[C@H]2c2ccc(Cl)cc2)cc1
→ -21	1%	-1.8%	/	-23%	-7	2	1%	0
> Cc1ccc(C(C)C)c(OCC(=O)NN=C2CCCC(=O)C2)c1
→ /	1%	/	-5	-3%	/	/	-6%	/
> Cc1ccc(NC(=O)CN2C(=O)C3CC=C(Cl)CC3C2=O)cc1 (stereo not given)
→ 9	-1%	-1.6%	-2	-1%	/	1	-3%	-2
> Cc1ccc(OC(=O)c2ccncc2)c(C)c1
→ -1	7%	2.5%	3	0%	2	0	-6%	-3
> Cc1ccccc1NS(=O)(=O)c1ccc2[nH]cc(C(=O)N(C)Cc3ccco3)c(=O)c2c1
→ -20	7%	-2.5%	-9	2%	6	1	-5%	0
> Cc1ccc(S(=O)(=O)CCC(=O)Nc2sccc2C(N)=O)cc1
→ /	1%	/	12	-5%	/	/	-1%	/
> CCn1nc(C)c(/C=N/NC(=O)CSc2ccccn2)c1C
→ 13	2%	-0.1%	-18	-4%	-3	1	11%	14
> COCCOc1nc2c(c(=O)n(C)c(=O)n2C)n1CCc1ccccc1
→ 0	0%	1.9%	-3	0%	7	2	-4%	0
> CCCCNC(=S)NNC(=O)C1=NN(c2cc(C)ccc2C)C(=O)CC1
→ -8	1%	-0.4%	-20	2%	-4	0	-2%	-2
> CCC(C(=O)NC(C)(C)C)N(C(=O)Cn1nnc(-c2cccs2)n1)c1cnc2ccccc2c1 (stereo not given)
→ -4	-5%	1.5%	15	0%	-1	2	-5%	-4
> CCCC(CCC)=NNC(=O)CN(Cc1ccccc1)S(=O)(=O)c1ccccc1
→ 2	0%	1.2%	/	-9%	-1	4	-3%	0
> Cc1ccc(CNCC(O)(c2ccccc2)c2ccc(F)cc2)cc1 (stereo not given)
→ 1	-3%	0.8%	-24	-1%	1	12	-2%	-3
> Cc1cc(NC(=O)CCC(=O)N(CC(=O)NC2CCCC2)c2ccc(Cl)c(Cl)c2)no1
→ 13	3%	-2.0%	9	-1%	-10	3	-2%	-8
> O=C(NC(=S)N1CCc2ccccc21)c1ccco1
→ -2	11µM*	0.4%	4	3%	3	2	1%	-2
> CCC(=O)Oc1oc(-c2ccccc2)nc1C=Nc1ccccc1OC
→ 7	0%	-0.1%	0	4%	12	-1	1%	9
> N#Cc1ccc(N2CCN(c3ccc(F)cc3)CC2)cc1
→ -13	-10%	2.3%	-8	0%	25	2	-2%	-6
> CN(CC(=O)Nc1ccc(N2CCOCC2)cc1)C(=O)Cc1ccccc1
→ 10	-9%	2.2%	-5	3%	-6	3	-2%	-4
> Cc1cc(C(=O)NC2CCCC2)c2ccccc2n1
→ 0	1%	0.7%	21	0%	-1	5	-2%	-6
> O=C(CN(C(=O)c1csnn1)c1ccc(Cl)cc1)NCCc1ccccc1
→ -3	4%	-3.6%	-7	-6%	-15	11	2%	-3
> O=C(c1cccs1)N1C[C@@H](n2cc(-c3ccc(F)cc3)nn2)[C@H](O)C[C@@H]1c1ccc(Cl)cc1
→ /	3%	/	-5	-5%	/	/	-5%	/
> O=C(CN1CCN(C(=O)c2ccccc2)CC1)Nc1ccc(Br)cn1
→ 8	-9%	3.2%	-5	-1%	-6	2	-6%	-1
> CCC1=NN(C(=O)c2ccc(C)cc2)C(O)(c2ccc(Br)cc2)C1 (stereo not given)
→ -3	7%	2.4%	/	-2%	2	0	-1%	-5
> COCCn1nnnc1C(c1cccs1)N1CCN(c2cccc(C(F)(F)F)c2)CC1 (stereo not given)
→ 4	4%	0.2%	-5	-2%	2	2	-4%	0
> O=C(NCCCn1ccnc1)C(=O)NCC(c1cccnc1)N1CCN(c2ccccc2)CC1 (stereo not given)
→ -21	0%	-1.0%	-2	1%	-13	0	-2%	-1
> CCCOc1ccc(C(=O)N2CCC(c3nc4ccccc4s3)CC2)cc1
→ -3	3%	2.5%	-16	4%	-3	3	0%	-2
> COc1cc(N=Cc2c(O)[nH]c3ccccc23)cc(OC)c1OC
→ -1	0%	-2.5%	1	-13%	-4	1	0%	2
> O=C(/C=C/c1ccc2c(c1)OCO2)NCCS(=O)(=O)N1CCN(c2ccccc2)CC1
→ /	-2%	/	-3	-11%	/	/	1%	/
> Cc1cc2c(cc1S(=O)(=O)CCC(=O)NCc1ccccc1)OCC(=O)N2
→ -4&-6	2%&-1%	3.3%&0.6%	3	0%&0%	-4&10	3&6	-4%&-2%	-1&-3
> CC(=O)Oc1ccc(Cl)cc1/C=C/c1cc(OC(C)=O)c2ccccc2n1
→ -63*	/	9.3%	/	/	18	1	/	-13
> CC1CCc2sc(NC(=S)NC(=O)c3ccccc3)c(C#N)c2C1 (stereo not given)
→ 12	0%	0.2%	-9	-10%	4	1	1%	1
> Cc1nnc(SCC(=O)Nc2nccs2)o1
→ 6	-1%	0.4%	2	-7%	-12	2	-7%	3
> Cc1ccc(SCCC(=O)NC(C(C)C)C(C)C)cc1
→ -20	-25%	0.7%	-11	2%	1	4	-3%	-1
> CCCOc1ccc(CNC(=O)CN2C(=O)c3cccnc3Oc3ccc(C)cc32)cc1
→ 8	0%	-1.5%	-33	-3%	7	-1	-2%	4
> CCOc1ccc(S(=O)(=O)NCCC(=O)NCC(c2ccc(OC)cc2)N2CCCCC2)cc1 (stereo not given)
→ 3	1%	0.4%	-10	-3%	6	2	-5%	-2
> Clc1ccc(-c2nc(NCCCN3CCOCC3)c3ccccc3n2)cc1
→ -4	6%	5.5%	1	-24%	23	17	-4%	-11
> CCOc1ccccc1CNC(=O)CCc1c(C)nn(-c2ccc(N3CCCCC3)nn2)c1C
→ -18	-7%	-1.7%	-3	6%	-7	4	0%	-3
> N/C(=N\OS(=O)(=O)c1ccc(Cl)cc1)c1cccnc1
→ 14	-1%	-0.1%	-12	1%	-1	3	-6%	-3
> N#CCC(=O)Nc1ccc(C(=O)NCc2cccc(Cl)c2)cc1
→ 4	-11%	3.0%	9	-5%	-23	4	-1%	3
> Cc1ccccc1CNC(=O)CCSCc1cnn(-c2ccccc2)c1-n1cccc1
→ 3	-1%	-0.3%	?	1%	/	3	-5%	-1
> Cc1occc1-c1nnc(SCC(=O)c2c[nH]c3ccccc23)n1C
→ -12	3%	2.1%	-7	1%	4	4	-3%	1

Sorted by number of heavy atoms (highest first): part of the list above
Values in the order: D1 antagonist	Vif-APOBEC3F blk	RXFP1 agonist	RXFP1 antagonist	Vif-APOBEC3G blk	D2 PAM	D1 ag	GRP78 ERSR act	D1 potentiator
> O=C(c1cccs1)N1C[C@@H](n2cc(-c3ccc(F)cc3)nn2)[C@H](O)C[C@@H]1c1ccc(Cl)cc1
→ /	3%	/	-5	-5%	/	/	-5%	/
> CCCOc1ccc(CNC(=O)CN2C(=O)c3cccnc3Oc3ccc(C)cc32)cc1
→ 8	0%	-1.5%	-33	-3%	7	-1	-2%	4
> O=C(/C=C/c1ccc2c(c1)OCO2)NCCS(=O)(=O)N1CCN(c2ccccc2)CC1
→ /	-2%	/	-3	-11%	/	/	1%	/
> CC(=O)Oc1ccc(Cl)cc1/C=C/c1cc(OC(C)=O)c2ccccc2n1
→ -63*	/	9.3%	/	/	18	1	/	-13
> Cc1occc1-c1nnc(SCC(=O)c2c[nH]c3ccccc23)n1C
→ -12	3%	2.1%	-7	1%	4	4	-3%	1
> CC1CCc2sc(NC(=S)NC(=O)c3ccccc3)c(C#N)c2C1 (stereo not given)
→ 12	0%	0.2%	-9	-10%	4	1	1%	1
> N#CCC(=O)Nc1ccc(C(=O)NCc2cccc(Cl)c2)cc1
→ 4	-11%	3.0%	9	-5%	-23	4	-1%	3
> N/C(=N\OS(=O)(=O)c1ccc(Cl)cc1)c1cccnc1
→ 14	-1%	-0.1%	-12	1%	-1	3	-6%	-3
> Cc1nnc(SCC(=O)Nc2nccs2)o1
→ 6	-1%	0.4%	2	-7%	-12	2	-7%	3
